Screening results: PubChem BioAssay, several laboratories
CAL PDZ FP-1: blocks peptide binding to the human CAL PDZ domain | Q9HD26 | inhibition, % at 24.9 µM | actives 0.92% (n = 300,000) | purified CAL PDZ, TMR-peptide fluorescence polarization, 1 h | AID 602252;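 active = mean inhibition of at least 30% with at least half of replicates also reaching 30%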;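 also: 0% = DMSO neutral control and 100% = excess unlabeled competitor peptide PRC23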
Arrestin-AP2 inh: inhibitors of human beta-arrestin and AP2 interaction; actives 0.31% (n = 340,000); inhibition, % at 10 µM; FITC-arrestin peptide / GST-AP2 beads, flow cytometry; AP2 beta2 appendage carries R879A mutation;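 active = inhibition above a set limit, near 3 SD of compounds lacking own fluorescence, cut at about 54% in these data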;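 also: plate controls were DMSO wells for no effect and 5 µM unlabelled arrestin peptide for full effect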
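System: GST-AP2 R879A glutathione beads. Medium: PBS with 0.05% Tween 20 and 0.1% BSA. Also added: FITC-arrestin peptide, 50 nM. Incubation: 12 min plus 1 h, RT. Measured by: high-throughput flow cytometry of beads, ex 488, em 535 nm. Evaluation: percent drop in bead-associated FITC signal.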
RTF Ca sens inh: cardiac RTF calcium desensitization; actives 0.12% (n = 340,000); P19429+P45379; IANBD-labeled cardiac RTF, Ca2+ fluorescence; inhibition, % at 7.15 µM;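 active = inhibition above the mean inhibition of all tested compounds plus 3 SD, cut at about 17% in these data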;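 also: assay run at fixed EC70 calcium of 1.6 mM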
V-ATPase pHluor: alters yeast V-ATPase proton transport; response, % at 10 µM; S. cerevisiae, pHLuorin cytosolic pH fluorescence; actives 0.37% (n = 350,000); in the data active = response mostly above about 7.3%, no sharp cut-off; inactive = mostly below about 5.4%; also: actives read high; inactives centre near 0; some compounds called inactive have numbers as strong as hits
Keap1 Nrf2 FP: Keap1-Nrf2 (human) interaction inhibition | actives 0.15% (n = 340,000) | Keap1 Kelch-Nrf2 peptide fluorescence polarization, 1536-well | inhibition, % at 9.4 µM; in the data active = inhibition above about 12%;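 also: human Keap1 Kelch domain with fluorescein labeled Nrf2 9mer peptide probe; 0% = neutral control wells and 100% = peptide positive control; higher means more block of Keap1 binding to Nrf2 peptide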
C-LANA FP: blocks KSHV LANA C-terminal domain binding to DNA. actives 0.078% (n = 340,000). AID 504423. MBP-C-LANA/FAM-LBS DNA binding, fluorescence polarization. inhibition, % at 9 µM;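 active = highest replicate inhibition at or above 60% at 9 µM, even if other replicates fall short; inactive = all replicates below 60% inhibition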;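 also: 0% = neutral control wells and 100% = 4 µM acridine orange control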
CAL PDZ FP-2: human CAL PDZ-peptide interaction inhibition | Q9HD26 | actives 0.02% (n = 330,000) | AID 504414 | purified CAL PDZ, TMR-peptide fluorescence polarization, 1 h | inhibition, % at 20 µM;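 active = highest replicate inhibition of at least 40%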;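 also: plate controls were DMSO neutral control wells for no effect and unlabeled competitor peptide control wells for full effect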
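Test system: tagged CAL PDZ domain / Buffer or medium: sodium phosphate/NaCl buffer pH 7.4 with TCEP, IgG, Thesit / Reagent: TMR-labelled reporter peptide T*-PRC34 bound in PDZ groove / Compound dosing: single point, 20 µM / Schedule: 1 h incubation at room temperature before polarization reading / Technique: fluorescence polarization (mP) / Benchmarks: unlabelled peptide, DMSO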
DAGLB inh: diacylglycerol lipase beta (human) inhibition; Q8NCG7; HEK293T DAGLB membrane lysate, EnzChek fluorogenic substrate; inhibition, % at 5.17 µM; actives 0.059% (n = 340,000); in the data active = inhibition above about 34%;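 also: 0% = enzyme with vehicle and 100% = wells lacking enzyme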
NSD2 HMT inh: NSD2 (human) methyltransferase inhibition; NSD2 peptide methylation, AlphaScreen, 120 min; inhibition, % at 12.5 µM; actives 0.54% (n = 310,000); in the data active = inhibition above about 50%
DSG3 Ab inh: inhibitors of pemphigus antibody binding to human desmoglein-3; binding (percent of control), % at 10 µM; DSG3-coupled beads, scFv-anti-DSG3-GFP binding, flow cytometry; active compounds read low; actives 0.48% (n = 310,000);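 active = binding more than 3 SD below its plate's average and above zero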;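 also: hits lower antibody fragment binding to DSG3; some compounds called inactive have numbers as strong as hits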
Target sequence (P32926 whole entry, looked up, the tested form may be a part): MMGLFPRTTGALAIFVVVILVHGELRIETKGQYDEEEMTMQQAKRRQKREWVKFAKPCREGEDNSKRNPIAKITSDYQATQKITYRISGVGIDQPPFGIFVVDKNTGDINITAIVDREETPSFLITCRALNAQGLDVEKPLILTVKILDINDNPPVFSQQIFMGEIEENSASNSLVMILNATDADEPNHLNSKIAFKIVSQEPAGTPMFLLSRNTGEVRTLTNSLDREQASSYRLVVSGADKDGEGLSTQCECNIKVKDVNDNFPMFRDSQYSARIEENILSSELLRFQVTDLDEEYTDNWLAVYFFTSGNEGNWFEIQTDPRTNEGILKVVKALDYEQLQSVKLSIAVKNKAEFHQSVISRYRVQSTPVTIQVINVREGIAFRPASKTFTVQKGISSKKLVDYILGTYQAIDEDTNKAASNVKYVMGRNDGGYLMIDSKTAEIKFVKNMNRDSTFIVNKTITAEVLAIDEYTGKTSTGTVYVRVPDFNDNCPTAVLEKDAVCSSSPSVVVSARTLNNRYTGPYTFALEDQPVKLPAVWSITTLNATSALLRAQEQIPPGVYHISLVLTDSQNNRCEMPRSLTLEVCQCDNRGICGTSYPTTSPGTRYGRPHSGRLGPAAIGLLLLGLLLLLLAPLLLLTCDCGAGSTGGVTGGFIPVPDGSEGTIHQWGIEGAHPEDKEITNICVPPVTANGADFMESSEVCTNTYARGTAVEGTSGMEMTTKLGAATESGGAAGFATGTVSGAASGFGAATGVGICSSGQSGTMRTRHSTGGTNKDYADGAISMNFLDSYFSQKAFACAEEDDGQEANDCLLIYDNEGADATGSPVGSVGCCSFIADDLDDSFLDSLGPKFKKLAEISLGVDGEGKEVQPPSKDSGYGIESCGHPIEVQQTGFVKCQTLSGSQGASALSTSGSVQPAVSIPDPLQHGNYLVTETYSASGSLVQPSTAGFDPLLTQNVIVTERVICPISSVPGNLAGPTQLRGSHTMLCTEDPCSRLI
* = called active by the depositor; x = no result given. A portion of the library; count on the stated rates, not on these rows.

SMILES	CAL PDZ FP-1	Arrestin-AP2 inh	RTF Ca sens inh	V-ATPase pHluor	Keap1 Nrf2 FP	C-LANA FP	CAL PDZ FP-2	DAGLB inh	NSD2 HMT inh	DSG3 Ab inh
CCCN(CCC)CCNC(=O)C1c2ccccc2C(=O)N(CCOC)C1c1ccc(F)cc1 (centres undefined)	9	18	1	1	-3	-1.0	-1.0	2	x	x
Cc1cccc(C(C)(C)C)c1OCCN1CCCC1	0	2	14	-5	-3	0.8	-0.4	1	1	87
CC(=O)c1ccc(NC(=O)C(C)Nc2ccc(Cl)cc2)cc1 (centres undefined)	1	-12	-8	5	0	-1.3	-1.5	0	-5	122
Cc1ccc(C(=O)COC(=O)c2cccc(NC(=O)c3ccc([N+](=O)[O-])cc3[N+](=O)[O-])c2)cc1	-2	7	-3	2	-2	0.4	-0.5	0	4	98
Cc1cc(Nc2cccc(F)c2)nc(-c2ccccc2O)n1	-1	5	2	-2	-5	0.4	-1.6	-9	-7	87
COCCOc1cc(NC(=O)CS(=O)(=O)CC(=O)N(C)C)c(Cl)cc1Cl	-2	-5	-3	0	-6	0.1	0.1	1	-4	98
CCOc1ccc2oc(C(=O)OCC(=O)NC3CC3)c(C)c2c1	-1	15	4	-2	-6	1.4	-0.8	0	-3	107
CCc1nnc(NS(=O)(=O)c2ccc(N)cc2)s1	-1	14	-5	2	-3	0.5	0.1	5	x	x
CSCCC(NC(=O)C12CC3CC(CC(C3)C1)C2)C(=O)OCC(=O)c1ccc(Cl)cc1 (centres undefined)	-1	3	7	2	-5	0.3	-0.1	-1	x	x
Clc1cc(NCc2ccccc2)ncn1	-2	5	-35	-1	-9	0.6	-0.2	0	x	99
CSc1ccc(CN2CCCC(N3CCN(c4ccccc4)CC3)C2)cc1 (centres undefined)	-5	-1	-3	1	-4	0.3	-3.0	-3	9	113
Cc1ccn2cc(-c3ccc(NS(=O)(=O)c4ccccc4)cc3)nc2c1	1	9	0	-2	1	-0.5	-2.0	3	0	117

Record cards, from the list above:
Shown for `CCOc1ccc2oc(C(=O)OCC(=O)NC3CC3)c(C)c2c1` : CAL PDZ FP-1: -1; Arrestin-AP2 inh: 15; RTF Ca sens inh: 4; V-ATPase pHluor: -2; Keap1 Nrf2 FP: -6; C-LANA FP: 1.4; CAL PDZ FP-2: -0.8; DAGLB inh: 0; NSD2 HMT inh: -3; DSG3 Ab inh: 107
Shown for `CSCCC(NC(=O)C12CC3CC(CC(C3)C1)C2)C(=O)OCC(=O)c1ccc(Cl)cc1` (centres undefined) : CAL PDZ FP-1: -1; Arrestin-AP2 inh: 3; RTF Ca sens inh: 7; V-ATPase pHluor: 2; Keap1 Nrf2 FP: -5; C-LANA FP: 0.3; CAL PDZ FP-2: -0.1; DAGLB inh: -1; NSD2 HMT inh: x; DSG3 Ab inh: x

(next part)
SMILES	CAL PDZ FP-1	Arrestin-AP2 inh	RTF Ca sens inh	V-ATPase pHluor	Keap1 Nrf2 FP	C-LANA FP	CAL PDZ FP-2	DAGLB inh	NSD2 HMT inh	DSG3 Ab inh
O=C(CCNc1ccc(F)cc1)c1ccco1	-3	0	2	-1	-3	1.2	-1.2	-2	0	102
Cc1ccc2nc(NC3=NCN(Cc4cccnc4)CN3)nc(C)c2c1	0	7	1	-1	4	-1.6	-0.9	-2	14	134
COc1ccc(-c2cccc(C3CC=CC4C3C(=O)N(Cc3ccccc3)C4c3ccc(OC)c(Cl)c3)c2)cc1 (centres undefined)	0	5	-10	1	-1	-1.0	-2.0	-17	x	89
O=S(=O)(c1ccc2ccccc2c1)N1CCN(C(=S)Nc2ccc(F)c(Cl)c2)CC1	-2	5	4	2	-3	-0.4	-0.6	0	-1	98
O=C1CC[C@@]23CCCN2C(=O)CCCC3C1 (some centres undefined)	-3	-2	-3	1	6	-0.4	-1.1	0	x	95
CC1(C)Cc2c(sc(NC(=O)c3ccccc3)c2C(=O)O)CO1	2	-1	-4	3	-6	-0.9	-2.7	2	-12	78
O=C(CCCn1nnnc1CN1CCOCC1)N1CCC(c2ccccc2Cl)C1 (centres undefined)	-2	-2	-7	5	-5	2.0	-1.6	0	6	104
CCSC(=O)N(CC)CC(=O)Nc1c(CC)cccc1CC	0	10	2	-1	-1	-0.6	-1.0	2	0	103
CCOc1ccc(/C=C2\SC(=S)N(CC(=O)Nc3ccccn3)C2=O)cc1	-3	3	-13	-3	1	0.5	-1.0	2	-1	x
O=C(CC1OC(=O)c2ccccc21)NC1CCCCC1 (centres undefined)	-1	13	-8	0	-3	-1.9	-0.1	0	-1	101
CSc1ccccc1NC(=O)COc1ccccc1Cl	0	4	-15	0	1	0.4	-0.9	-19	-2	102
Cc1csc(NC(=O)NC2(C(F)(F)F)Oc3ccccc3O2)n1	0	-1	-6	1	-4	-0.2	-1.4	1	x	108
COCC(=O)Nc1c(C(=O)Nc2cccc(OC)c2)oc2ccccc12	4	3	-1	6	4	-1.4	-2.1	-4	3	116
COc1ccc(NC(=O)c2cc3c(=O)n(C)c4ccccc4c3n2C)cc1OC	x	4	6	-2	-3	0.1	0.5	3	x	81
C/C(=N\NC(=O)c1cc2ccccc2cc1O)c1ccc2c(c1)OCO2	-1	13	-1	2	-3	0.2	-0.7	3	4	99
O=C(Nc1cccc(F)c1)Nc1ccc2c(c1)C(=O)OC2	1	7	-12	1	-5	0.6	-0.3	1	4	87
COc1ccc(NC(=O)Nc2nc(C)cc(C)n2)c(OC)c1	x	10	3	10	-4	16	-1.0	-1	41	111
CC(=O)NC(CCCNC(=S)NC1CCCCC1)C(=O)O (centres undefined)	-2	-11	1	2	-4	1.4	-1.1	1	-3	79
O=C(CC(=O)Nc1ccc(F)cc1F)Nc1ccc(F)cc1F	2	-4	-4	0	-1	-0.1	1.3	-1	-1	96
CC(=O)[C@H]1CC[C@H]2[C@@H]3CC=C4C[C@@H](OS(=O)(=O)O)CC[C@]4(C)[C@H]3CC[C@]12C	-4	-5	15	-3	-5	-0.4	-0.8	9	x	x
CCOC(=O)C(C)Sc1nc(=O)n2cc(C)ccc2n1 (centres undefined)	-5	-10	-4	1	-1	0.6	-3.4	-3	1	104
Cc1cccc(NS(=O)(=O)c2ccc(C)c(C(=O)N(C)C3CCN(C)CC3)c2)c1	-8	-4	8	0	6	0.0	-1.3	-2	1	103
O=C(Cc1cccs1)NCc1ccc2c(c1)OCO2	-1	27	0	2	-1	-2.4	-0.9	-1	-1	x
CCOc1ccc(CNC(=O)Nc2ccccc2)cc1	-1	-5	-1	0	0	4.5	-1.7	-2	-1	100
CCC1=C(OC(=O)N(CC)CC)N2C(=O)OC(=NCC3CC3)[C@]2(C)[C@H]2C1=CC[C@H]1C(=O)N(CC(=O)OC)C(=O)[C@H]12	0	25	-5	4	-4	1.1	0.4	-4	x	105
COC(=O)COc1cccc2c(=O)n(CC(=O)NCc3ccccc3)ccc12	-2	6	-1	-3	-3	-0.5	-2.2	1	1	92
COC(=O)CSC1=C(C#N)C(=O)NC(c2ccccc2)S1 (centres undefined)	-1	8	-2	3	-3	1.2	0.1	-1	11	x
CCn1c2ccccc2c2nnc(SCN3C(=O)c4ccccc4C3=O)nc21	2	31	-6	2	2	0.0	0.7	-1	-2	103
O=C(c1ccccc1)c1n[nH]c(-c2ccccc2)cc1=O	-5	-18	-8	-2	-7	0.9	0.2	-2	-2	101
CCOc1ccc(C(=O)COC(=O)c2ccc(-n3cnnn3)cc2)cc1	-5	-4	4	0	-4	-0.9	5.9	-3	-3	102
O=C(NCc1ccccn1)C1COc2ccccc2O1 (centres undefined)	0	1	-2	-2	2	1.6	0.2	-2	-6	95
COc1ccc(Cl)cc1NC(=O)c1[nH]nc(OC)c1[N+](=O)[O-]	-2	6	-1	2	1	2.3	-3.7	4	0	86
CCCC(=Nc1ccccc1OC)C1=C(O)CC(c2ccccc2)CC1=O (centres undefined)	0	13	-29	-2	-5	4.8	-1.1	3	-1	x
Cc1cccc(CC(=O)Nc2ccc(C(=O)N3CCCCC3)cc2)c1	-1	14	1	5	0	15	-2.7	-2	x	108
Cc1ccc(C(=O)Cn2nnc(-c3ccccc3)n2)cc1	-3	-24	4	5	-6	-2.3	-0.1	-9	-3	116
O=c1[nH]c2ccccc2n1Cc1ccc(Cl)cc1	-28	22	-2	1	0	-0.5	-0.9	-3	x	105
COc1ccc(CC(=O)Nc2ccc(N3CCN(c4ccc(OC)cc4)CC3)c(C#N)c2)cc1	-3	16	-1	-4	-4	-0.3	1.2	-1	-2	98
CC(C)CCNC(=O)c1ccc(C2SCC(=O)N2Cc2ccco2)cc1 (centres undefined)	-3	9	6	3	-7	0.0	-2.4	2	2	x
COc1ccccc1Nc1nc(-c2sc(N)nc2C)cs1	-3	15	1	-2	-3	0.1	x	4	1	101
COc1cc(/C=N/NC(=O)c2ccncc2)ccc1OC(=O)c1ccc([N+](=O)[O-])cc1	-3	24	4	-6	3	-1.6	0.5	5	-3	94
CCOCCCNC(=O)C1CCN(C(=O)Nc2ccc(Cl)cc2)CC1	1	14	-9	-3	-3	-0.8	-1.2	3	1	x
COCC1CCCCC1OS(N)(=O)=O (centres undefined)	0	-12	2	2	5	2.2	0.8	0	x	105
O=C(CSc1ncccn1)NC1CCCc2ccccc21 (centres undefined)	-3	-2	-3	4	3	0.8	-2.9	-3	-2	97
COC(C[C@H]1O[C@@H]1C(=O)[C@H](C)OCc1ccccc1)OC	2	-2	0	5	0	0.6	-0.6	0	x	102
Cc1csc(N(C(=O)c2ccc(S(=O)(=O)N(C)C)cc2)c2ccccc2)n1	-1	-9	-4	0	-4	-2.7	-0.1	-2	-2	100
O=C(CN1C(=O)NC2(CCCCC2)C1=O)Nc1nc2c(F)cc(F)cc2s1	11	-5	-4	-3	-3	-1.7	-2.6	3	1	99
Cn1c(O)c(N=NC(=O)Cn2ccc(C(F)(F)F)n2)c2ccccc21	-6	3	-1	0	-3	0.1	-0.4	1	x	101
CCCCN(C(=O)COC(=O)c1ccc(C=O)cc1)c1c(N)n(CCC)c(=O)[nH]c1=O	-5	22	-6	-1	1	-1.2	-0.1	0	-1	99
COc1ccc(CCNC(=O)Cc2cccc(C(F)(F)F)c2)cc1OC	3	23	-6	-4	1	1.2	-1.4	-3	-7	95
COC(=O)c1c(C(C)=O)c(C)n(C)c1C	-2	3	-3	-5	-6	0.0	0.7	3	6	116
Nc1nonc1C(=O)NCCNCc1ccccc1OCc1ccc(F)cc1	-2	11	-3	8	0	1.3	-1.8	-1	1	108
Cc1c(CCC(=O)O)c(=O)oc2cc(OCc3cccc(F)c3)ccc12	-3	-3	-7	3	-7	2.5	-3.4	-4	8	115
Cc1cc(C)n2c(=O)[nH]nc2c1	2	8	-4	0	-4	-4.8	-0.3	-1	0	115
Cc1cccc(N(Cc2ccccc2)C(=O)Cc2ccc(S(=O)(=O)N3CCOCC3)s2)c1	-5	-3	7	1	2	-0.2	-1.6	-1	0	97
